Insulin prom inh: TRM-6 insulin promoter activity inhibition | TRM-6 cells (human fetal islet line), insulin promoter-eGFP reporter, imaging; reporter expression induced with tamoxifen | inhibition, % at 2 µM | 130,000 compounds, 0.9% hits | AID 1273;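 active = inhibition above the mean plus 3 SD, with well images judged a real hit on visual review, cut at about 60% in these data, passing the limit was not always enough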
sdo1 growth: sdo1-depleted yeast growth rescue; S. cerevisiae sdo1-depleted JHY4D growth rescue, OD600 30 h; active compounds read high; pdr5 snq2 efflux-pump mutant strain; z-score at 10 µM; 140,000 compounds, 0.21% hits; AID 817;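 active = z-score above 3 at both the 24 hr and the 30 hr optical density reads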;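 also: z-score against mean and SD of all compound wells on the same plate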
sdo1 growth Rescue 24 h: also measured in sdo1 growth; calls as there; z-score; S. cerevisiae sdo1-depleted JHY4D growth rescue, OD600; measured here: growth rescue at 24 h;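 0 is the plate mean of compound wells and units are plate SD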
Starred values were filed as active, the others as inactive; . = not tested or not shown; & = joins results of further samples. A portion of the library; count on the stated rates, not on these rows.

Insulin prom inh	sdo1 growth Rescue 24 h	sdo1 growth	SMILES
3.3	-0.64	0.32	CC(=O)c1ccc(-n2nnnc2SCC(=O)NNC(=O)c2ccco2)cc1
-8.3	-0.71	-0.67	Cn1cc(Br)c(C(=O)Nc2nccs2)n1
.	-0.14	0.05	Cc1nc(N2CCOCC2)c2oc3ccccc3c2n1
.	0.9	1.79	O=C(c1ccccc1)c1nn(-c2cccc(Cl)c2)c2nc(-c3ccccc3)cc(=O)n12
-31.8	0.62	0.25	COCC(=O)Nc1nnc(C2CCCCC2)s1
46.9	-0.5	-0.58	CC(C)(C)c1ccc(C(=O)NC(=S)Nc2sc3c(c2C#N)CCC3)cc1
-37.5	-0.99	-0.07	Cc1c(NC(=O)CCCOc2ccccc2)cccc1[N+](=O)[O-]
-41.9	0.89	1.23	CC12CN3CC(C)(CN(C1)C3c1ccc3ccccc3c1O)C2=O (stereo not given)
5.7	-1.51	-1.85	CCCSc1nc2sc3c(c2c(=O)[nH]1)CCN(Cc1ccccc1)C3
-2.8	1.28	0.11	CCOc1nc(Nc2ccc(F)cc2)nc(N2CCN(c3ccc(OC)cc3)CC2)n1
34.7	-1.94	-1.87	O=C(NC(Cc1c[nH]c2ccccc12)C(=O)Nc1ccc(OC(F)(F)F)cc1)c1cccs1 (stereo not given)
36.4	0.32	0.59	CN1CCc2nc(SCC(=O)Nc3ccc(Cl)cc3)c(C#N)cc2C1
.	0.32	0.41	Cc1ccc(Cn2ccc(NC(=O)c3cc(-c4ccc(F)cc4)on3)n2)cc1
43.3	-0.66	-1.96	O=C(CN1CCN(c2ccccc2)CC1)Nc1ccc(Oc2ccccc2)cc1
57.1	2.14	1.98	CCNc1nc(Oc2ccc(=O)n(-c3ccccc3)n2)nc(N2CCOCC2)n1
-20.9	-0.12	0.42	CCN(CC)CC(=O)c1c[nH]c2ccc(OC)cc12
-14.3	-0.12	0.1	COCCCNC(=O)Cn1cc(/C=C(\C#N)C(=O)N2CCN(c3ccccc3)CC2)c2ccccc21
37.1	0	0.21	NC(=O)C1CNc2ccccc2O1 (stereo not given)
37.0	-1.03	-1.57	COC(=O)c1ccc(CNC(=O)c2ccc(COc3ccccc3)cc2)cc1
-42.9	.	.	NS(=O)(=O)c1ccc(NC(=O)c2ccc(S(=O)(=O)N3CCc4ccccc43)cc2)cc1
.	-0.32	0.09	COc1ccc(N2C(=O)C3CCCN3C2c2cccc(OC)c2)cc1 (stereo not given)
21.4	.	.	COc1ccc(C2C(C(=O)c3cccs3)=C(O)C(=O)N2Cc2cccnc2)cc1OC (stereo not given)
16.1	0.7	0.73	O=C(CSC1=NCCS1)N1CCOCC1
0.0	0.37	0.61	CC(=O)Nc1cccc(-c2nc3ccccc3c(=O)o2)c1
-70.4	-0.92	-1.51	CN(CC#CC1(O)c2ccccc2-c2ccccc21)Cc1ccccc1

Five structures already listed, ordered by number of heavy atoms, rising:
Insulin prom inh	sdo1 growth Rescue 24 h	sdo1 growth	SMILES
37.1	0	0.21	NC(=O)C1CNc2ccccc2O1 (stereo not given)
.	-0.14	0.05	Cc1nc(N2CCOCC2)c2oc3ccccc3c2n1
5.7	-1.51	-1.85	CCCSc1nc2sc3c(c2c(=O)[nH]1)CCN(Cc1ccccc1)C3
37.0	-1.03	-1.57	COC(=O)c1ccc(CNC(=O)c2ccc(COc3ccccc3)cc2)cc1
57.1	2.14	1.98	CCNc1nc(Oc2ccc(=O)n(-c3ccccc3)n2)nc(N2CCOCC2)n1

Going on with the list:
Insulin prom inh	sdo1 growth Rescue 24 h	sdo1 growth	SMILES
.	-0.4	0.21	S=C(Nc1ccc(Br)cc1)N1CCCC1
-307.7	-1.25	-0.91	COc1ccc(OC)c(NC(=O)Cc2nn(C)c(=O)c3ccccc23)c1
-15.8	0.36	0.09	COC(=O)c1ccc(Oc2nc(C)cc(Oc3ccccc3)n2)cc1
-35.1	-0.49	-0.59	CCn1c(=S)[nH]c2cc(S(=O)(=O)N3CCCCC3)ccc21
46.3	.	.	CCCc1cc(=O)[nH]c(SCC(=O)Nc2ccc3c(c2)CCC3)n1
35.7	.	.	COc1ccc(CCN(C)CCCN2CC(c3ccccc3)CC2=O)cc1OC (stereo not given)
.	-1.43	-1.45	O=C(c1ccc(CNc2c(N3CCOCC3)c(=O)c2=O)cc1)N1CC=C(c2ccccc2)CC1
-30.2	-0.16	-0.77	CCCc1cc2c(OC(=O)CC)c(-c3ccc(C(=O)OCC)o3)c(=O)oc2cc1OC
57.1	.	.	O=C(CCc1nc2ccccc2c(=O)[nH]1)Nc1ccc(N2CCCCC2)cc1
-10.2	1.83	0.78	COc1ccc(/C=C/c2noc(-c3ccccc3O)n2)cc1
-13.5	1.01	1.54	COCCCNCCCOc1ccc(C(C)(C)c2ccccc2)cc1
-7.1	-0.78	-1.72	CCN(C(=O)c1cc2cc3ccc(C)cc3nc2o1)c1ccc(OC)cc1
-3.5	-0.27	-0.13	O=C(CSCc1ccc(F)cc1)Nc1ccc(F)cc1
28.6	.	.	O=C(CCc1nnc(CCCc2ccccc2)o1)NCC(F)(F)F
-39.5	0.2	-0.67	COc1ccc(-c2cc(C(=O)Nc3nc4ccccc4s3)c3ccccc3n2)cc1OC
12.0	-0.83	0.18	Cc1cccc(NC(=O)CC(C)(C)C)c1
.	0.11	0.51	COC(=O)c1sc2ccccc2c1N
.	0.56	0.92	CCCc1cc(=O)[nH]c(SCC(=O)N2CCN(S(=O)(=O)c3ccc(C)cc3)C2)n1
20.0	-0.92	-0.56	COc1ccccc1NC(=O)c1nn(-c2ccccc2)ccc1=O
-471.4	0.39	1.09	COC(=O)CSc1snnc1-c1ccc(Cl)cc1Cl
17.9	1.71	1.93	Cn1c(=O)[nH]c(=O)c2c1nc(N1CCNCC1)n2Cc1cccc2ccccc12
.	1.6	1.47	CCCCNC(=O)CN1CCC2(O)CCCCC2C1c1ccccc1OC (stereo not given)
-7.1	.	.	CCCCOc1ccc(Cc2c(COCC)[nH]c(=S)[nH]c2=O)cc1
27.3	-0.82	-1.96	COc1c[nH]n(C2CCCCC2)c(=O)c1=O
.	-0.23	-0.95	Cc1cccc(C(=O)OCc2cc3ccccc3[nH]c2=O)c1

Reformatted with values under each structure: two of the compounds above
Each structure is followed by: Insulin prom inh, sdo1 growth Rescue 24 h, sdo1 growth
> CCOc1nc(Nc2ccc(F)cc2)nc(N2CCN(c3ccc(OC)cc3)CC2)n1
 : -2.8, 1.28, 0.11
> COc1ccccc1NC(=O)c1nn(-c2ccccc2)ccc1=O
 : 20.0, -0.92, -0.56

(further entries)
Insulin prom inh	sdo1 growth Rescue 24 h	sdo1 growth	SMILES
-32.3	0.05	-0.1	Clc1ccc(-n2ncc3c(NCCCn4ccnc4)ncnc32)cc1
17.6	.	.	COc1ccccc1/C=C/C(=O)OCC(=O)NCCC1=CCCCC1
-18.8	.	.	O=C(CSc1ccccc1)Nc1ccc(C(=O)Nc2ccc(O)cc2)cc1
47.6	-0.93	-0.27	COc1ccc(NC(=S)N(CCc2c(C)[nH]c3ccccc23)Cc2cccnc2)cc1
.	-1.51	-1.61	Clc1cc2c(c(Cn3cnc4ccccc43)c1)OCOC2
.	1.52&0.19	1.3&0.43	O=C(CSc1nnc(-c2cccnc2)n1Cc1ccco1)Nc1nc(-c2ccc(F)cc2)cs1
.	0.51	0.98	CCCc1nc2ccccc2c(=O)n1/N=C/c1c(C)[nH]n(-c2ccc(C)cc2)c1=O
-83.3	.	.	COc1ccc(CCNC(=O)C2CCCN(c3nc(C)cc(C)n3)C2)cc1 (stereo not given)
.	-1.53	-2.24	CCc1ccc(/C=C/C(=O)C2C(=O)c3ccccc3C2=O)cc1
.	-0.34	-0.4	O=C(OCc1ccccc1)C1CCCN1C(=O)c1ccccc1[N+](=O)[O-] (stereo not given)
-21.4	-1.3	-1.32	CCOC(=O)C1=C(C)N=C2SC(CC)C(=O)N2C1c1cccc(F)c1 (stereo not given)
.	0.31	0.02	CCc1c(C)nc2ncnn2c1Nc1ccc(C#N)c(Cl)c1
-6.9	-0.31	0.22	O=C(Nc1ccc(Cl)cc1C(=O)N1CCOCC1)c1cccc([N+](=O)[O-])c1
-61.3	0.12	0.73	COc1cc(C(O)P(=O)(OCC(C)C)OCC(C)C)cc(OC)c1OC (stereo not given)
27.8	1.73	1.1	O=C(/C=C/c1ccccc1)N1c2ccccc2Sc2ccc(C(F)(F)F)cc21
9.1	.	.	CC(=O)Nc1ccccc1OCC(=O)NCCC1=CCCCC1
.	0.88	0.77	CC[C@H](C)[C@H](NC(N)=O)C(=O)Nc1ccc(C)cc1
-20.7	-0.31	0.16	CCc1ccc(NC(=O)CNC(=O)c2cn(-c3ccccc3OC)c(=O)c3ccccc23)cc1
-20.0	0.07	0.04	COc1ccccc1-n1c(-c2cn(C)nc2C)n[nH]c1=S
-7.7	.	.	COCCSc1nnc(NC(=O)C2CC(=O)N(c3ccc(OC)cc3)C2)s1 (stereo not given)
-15.6	0.51	0.63	Cc1ccc(NC(=O)C2CCCN(S(=O)(=O)c3c(C)noc3/C=C/N(C)C)C2)cc1F (stereo not given)
7.1	-1.5	-0.58	O=C(/C=C/c1ccc(O)c(O)c1)c1ccc(S(=O)(=O)N2CCCCCC2)cc1
-7.1	-1.41	-1.37	COc1ccccc1C1CC(c2ccc(C)cc2)Nc2ncnn21 (stereo not given)
-5.7	0.12	-0.32	CCOC(=O)Nc1ccc2c(c1)ncn2C1CCCCC1
-10.7	-0.74	0.06	COc1cccc(C(=O)OC2CCCN(C)C2)c1 (stereo not given)

2 of the compounds above, in markdown:
| Molecule | Insulin prom inh | sdo1 growth Rescue 24 h | sdo1 growth |
| --- | --- | --- | --- |
| O=C(CCc1nnc(CCCc2ccccc2)o1)NCC(F)(F)F | 28.6 | . | . |
| COc1ccc(-c2cc(C(=O)Nc3nc4ccccc4s3)c3ccccc3n2)cc1OC | -39.5 | 0.2 | -0.67 |

Given with values under each structure: entries from further up.
Sequence of screens – Insulin prom inh | sdo1 growth Rescue 24 h | sdo1 growth
CCOC(=O)C1=C(C)N=C2SC(CC)C(=O)N2C1c1cccc(F)c1 (stereo not given)
    -21.4 | -1.3 | -1.32
CCc1c(C)nc2ncnn2c1Nc1ccc(C#N)c(Cl)c1
    . | 0.31 | 0.02
O=C(Nc1ccc(Cl)cc1C(=O)N1CCOCC1)c1cccc([N+](=O)[O-])c1
    -6.9 | -0.31 | 0.22
COc1cc(C(O)P(=O)(OCC(C)C)OCC(C)C)cc(OC)c1OC (stereo not given)
    -61.3 | 0.12 | 0.73

More results follow.
Insulin prom inh	sdo1 growth Rescue 24 h	sdo1 growth	SMILES
33.3	-0.31	0.18	O=C(NCCc1ccccc1)c1nc2ncccn2n1
-17.9	.	.	COc1cccc(NC(=O)CN(c2cccc(OC)c2)S(C)(=O)=O)c1
-25.0	0.32	-0.25	O=C(OCCN1CCN(c2ncc(C(F)(F)F)cc2Cl)CC1)c1ccc(F)cc1
.	-0.33	-0.05	O=C(CC(NCCc1ccccc1)C(=O)O)Nc1ccc(O)cc1 (stereo not given)
0.0	-0.26	-0.37	Cc1nc(Cl)sc1C(=O)Nc1ccccc1
.	0.33	-0.58	O=C(Cn1c(C(=O)N2CCN(C3CCCCC3)CC2)cc2sccc21)c1ccccc1
11.1	-0.06	0.8	COc1cccc(Cn2c(NCc3cccnc3)nc3c2c(=O)n(C)c(=O)n3C)c1
0.0	-0.14	-0.84	CC(C)Oc1ccccc1C1Nc2ccccc2C(=O)N1c1ccc2c(c1)OCCO2 (stereo not given)
-57.6	-0.93	-1.46	COc1ccc(C2C(=O)N(CCc3ccccc3)CC(=O)N2C2CCCC2)cc1 (stereo not given)
-71.4	0.97	1.11	Cn1c(Cc2csc(N)n2)nnc1SCC(=O)NC1CCCCC1
.	0.31	0.2	Cc1noc(C)c1C(=O)Nc1nnc(-c2ccccc2)s1
-181.8	0.53	0.93	O=C(c1ccc(S(=O)(=O)N2CCOCC2)cc1)N1CCN(c2ccccc2F)CC1
-13.8	0.16	-0.31	O=C(CS(=O)(=O)c1cn(Cc2ccc(F)cc2)c2ccccc12)N1CCCCC1
8.0	-0.3	-0.79	Cc1cc2c(N=NC(=O)C3CC3c3ccccc3)c(O)[nH]c2cc1Br (stereo not given)
.	0.22	0.44	CCCONC(=O)Nc1ccccc1[N+](=O)[O-]
-3.6	-0.96	-0.88	COc1cc(/C=N/NC(=O)c2ccc3ccccc3c2)ccc1Oc1ccc([N+](=O)[O-])cn1
-23.3	-0.36	0.69	CCCCOc1ccc(C(=O)NCC(=O)OC2CCOC2=O)cc1 (stereo not given)
-33.3	-0.42	0.66	COc1cccc(N(CC(=O)NCCSc2ccccc2)S(C)(=O)=O)c1
-6.7	.	.	O=C(Nn1cnnc1)c1cccc(S(=O)(=O)N2CCOCC2)c1
.	0.85	1.34	Cn1c2c(c(=O)n(C)c1=O)C1c3ccccc3OCC1C(C)(C)O2 (stereo not given)
.	-0.76	-0.97	CC1(C(=O)OCC(=O)N2c3ccccc3Sc3ccccc32)CC1(Cl)Cl (stereo not given)
.	-0.41	-0.47	CC(C)C(c1nnnn1C1CCCCC1)N1CCOCC1 (stereo not given)
46.7	.	.	O=C(Nc1cnccn1)Nc1ccc(Cl)cc1Cl
.	-0.16	0.55	Cc1ccc(NC(=O)COC(=O)c2ccc3c(c2)NC(=O)C2CCCN32)cc1 (stereo not given)
-46.7	1.17	1.03	CCN(CC)c1ccc2cc(C(N)=O)c(=O)oc2c1
35.7	-0.81	-1.2	Cc1nn(S(=O)(=O)c2ccc(Cl)cc2)c(C)c1Sc1ccc([N+](=O)[O-])cc1
0.0	.	.	O=C(CSc1nc(-c2ccccc2)ns1)N1CCOCC1
8.3	.	.	O=C(c1cc(F)ccc1F)C1CCCN(C(=O)CCN2CCCCO2)C1 (stereo not given)
23.3	-0.59	-0.24	COc1ccc(C2=CC(=O)OC3(CCCC3)O2)cc1
36.0	-0.19	0.02	Cc1nn(-c2ccccc2)c(/N=C/c2ccccc2O)c1-c1ccccc1
-21.1	1.64	2.21	CSCCC(C(=O)NCc1cccs1)N1C(=O)c2ccccc2C1=O (stereo not given)
